4-MU autofl = compounds fluorescent in 4-MU spectral region. AID 589. 59,000 tested, 11% active. compound autofluorescence, 340/450 nm, 4-MU equivalents; stronger effect = higher value. max dye-equivalent concentration, M; in the data active means max dye-equivalent concentration above about 10 nM; inconclusive means mostly about 1.1 nM to 9.6 nM
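Intrinsic fluorescence at 340/450 nm (ex/em) was read after 15 min at room temperature in pH 8.0, 100 mM Tris. Each compound concentration expressed as 4-MU-equivalent concentration from a six-point 4-MU standard series on each plate.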
Caspase-1 inhib = caspase-1 (human) inhibition, allosteric or competitive; P29466; Caspase-1 enzyme, Ac-WEHD-AFC fluorogenic rate; Potency, µM (highest dose often 57.5 µM), without a hit: top-dose activity change, negative = inhibition, most hits filed as inhibitors; 75,000 tested, 0.03% active; AID 900;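 further: potency means the concentration at half of the fitted maximal effect; plate controls were vehicle for no effect and no substrate for full effect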
FLuc inh = firefly luciferase inhibition; P08659; 72,000 tested, 2.2% active; Potency, µM (series often up to 57.1 µM), for inactives: at the highest dose activity change, negative = inhibition, most hits filed as inhibitors; AID 411; purified firefly luciferase, luminescence, 8 min; further: potency means the concentration at half of the fitted maximal effect; on the % scale 0 is the no-effect control and ±100 the full control effect; nearly all actives have a fitted effect of over 40% in size
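Luminescence read-out after 8 min at room temperature; enzyme reaction used luciferin plus 10 uM ATP (linear range) in imidazole buffer pH 7.2 with KCl, MgCl2, Tween 20 and BSA. Each sample was run as a titration.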
Texas Red fluor = compounds fluorescent in Texas Red spectral region | Compound fluorescence, Texas Red channel, 547/618 nm; stronger effect = higher value | max dye-equivalent concentration, M | 59,000 tested, 0.06% active; in the data active means max dye-equivalent concentration above about 10 nM; inconclusive means between about 1.1 nM and that limit
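Dye-equivalent concentrations come from scaling compound signal (ex 547, em 618 nm) to six Texas Red standard concentrations run on every plate, after 15 min room-temperature incubation in pH 8.0 Tris (100 mM).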
ERK AVP block = vasopressin-driven ERK pathway inhibition; HEK293-V1b, vasopressin-stimulated pERK AlphaScreen; Potency, µM (series often up to 57.5 µM), for the others: top-dose activity, negative = inhibition, most hits filed as inhibitors; 72,000 tested, 0.99% active; AID 995; further: potency means the concentration at half of the fitted maximal effect; on the % scale 0 is the no-effect control and ±100 the full control effect; nearly all actives have a fitted effect of over 55% in size
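qHTS, compounds titrated on V1b-expressing HEK293 cells. Preincubation 30 min at 37C, vasopressin 25 nM for 5 min, lysis 10 min, bead incubation 5 hr at room temperature.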
Caspase-7 inhib = caspase-7 (human) inhibition, allosteric or competitive | P55210 | recombinant caspase-7, Ac-DEVD-AFC fluorescence rate | Potency, µM (doses to about 57.5 µM), for inactives: top-dose activity change, negative = inhibition, usual class: inhibitors | 75,000 tested, 0.02% active; active means well fitted inhibition curve with a large enough effect in the main read-out, with a control signal flat, not every such curve was filed as active; inconclusive means small, poorly fitted or top-dose-only effect, or a change in a side signal; further: potency means the concentration at half of the fitted maximal effect; % of control where 0% means no effect
A350 fluor = compound fluoresces in the Alexa 350 spectral region. 59,000 tested, 11% active. max dye-equivalent concentration, M. Compound autofluorescence, 340/450 nm, Alexa 350 dye-equivalents; stronger effect = higher value. AID 590; in the data active means max dye-equivalent concentration above about 10 nM; inconclusive means mostly about 1.1 nM to 9.6 nM
Tau fil binding = tau filament binding | P10636 | recombinant tau filaments, thioflavin S fluorescence, 15 h; filaments grown with octadecylsulfate alongside compound | Potency, µM (highest dose often 57.1 µM), without a hit: at the highest dose activity change, negative = inhibition | 71,000 tested, 2% active | AID 596;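 further: potency means the concentration at half of the fitted maximal effect; on the % scale 0 is the no-effect control and ±100 the full control effect; actives lower thioflavin S fluorescence by blocking filaments or displacing dye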
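Quantitative HTS: thioflavine S signal from ODS-induced tau filaments, excited at 450 nm, emission 510 nm. Conditions: 1 uM tau, 30 uM ODS, 15 h at 37 C, pH 7.4.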
Fluorescein fluor = fluorescein region autofluorescence. Compound autofluorescence, 480/540 nm, fluorescein-equivalent; stronger effect = higher value. max fluorescein-equivalent concentration, M. 59,000 tested, 0.91% active; in the data active means max fluorescein-equivalent concentration above about 10 nM; inconclusive means between about 1.1 nM and that limit
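Autofluorescence profiling; 100 mM Tris, pH 8.0; incubation 15 min at RT; ex/em 480/540 nm; result as fluorescein-equivalent concentration.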
HEK293 cAMP cs = counter-screen for TSHR agonists: cAMP increase in parental HEK293; parental HEK293 CNG cAMP sensor, membrane potential fluorescence; 73,000 tested, 2.5% active; Potency, µM (series often up to 57.1 µM), inactives show top-dose activation, usual class: activators; further: potency means the concentration at half of the fitted maximal effect; % of control where 0% means no effect; nearly all actives have a fitted effect of over 55% in size
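Parental HEK 293 cells stably expressing a modified CNG channel (no TSHR) report cAMP rise as membrane depolarization. Membrane potential dye with 100 uM RO 20-1724 was loaded for 60 min at room temperature, then compound added for 30 min; fluorescence read at 590 nm.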
Rhodamine autofl = compound autofluorescence in rhodamine spectral region; Rhodamine-region fluorescence, 547/598 nm, Tris buffer; stronger effect = higher value; max dye-equivalent concentration, M; 59,000 tested, 0.05% active; AID 594; in the data active means max dye-equivalent concentration above about 11 nM; inconclusive means between about 1.1 nM and that limit
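Compound fluorescence in 100 mM Tris, pH 8.0, read after 15 min at room temperature with 547 nm excitation and 598 nm emission. Output is dye-equivalent concentration from an on-plate rhodamine standard series.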
The depositor's hits bear a star; i = inactive; ? = inconclusive; . = not tested or not shown; & = joins results of further samples; [ ] = dose if it differs, or a comment. Unless noted, the call rests on the fitted dose curve; in most records, active means well fitted curve in the direction sought with a large enough effect; inconclusive means small, poorly fitted or top-dose-only effect, or another doubt; inactive means no such curve, though single readings can be large; an effect the other way counts as inactive or inconclusive. This is a subset; the hit share may differ from the screen's.

| molecule | 4-MU autofl | Caspase-1 inhib | FLuc inh | Texas Red fluor | ERK AVP block | Caspase-7 inhib | A350 fluor | Tau fil binding | Fluorescein fluor | HEK293 cAMP cs | Rhodamine autofl |
| --- | --- | --- | --- | --- | --- | --- | --- | --- | --- | --- | --- |
| c1ccc(B2OC[C@@H]3OB(c4ccccc4)O[C@H]([C@@H]4COB(c5ccccc5)O4)[C@@H]3O2)cc1 | i | -0.1%[11.5 µM] | 0.6%[11.4 µM] | i | 5.4%[11.5 µM] | -2.8%[11.5 µM] | i | -6.4%[11.4 µM] | i | 8.2%[11.4 µM] | i |
| CSCCOC(=O)c1[nH]c2c(c1C)C(=O)CC(c1ccco1)C2 (stereo not given) | . | -5.6% | -1.0% | . | ? | -15.8% | . | 25.6% | . | 25.1% | . |
| COc1ccc(N(CC(=O)N2CCc3ccccc3C2)S(=O)(=O)c2c(C)[nH]c(=O)[nH]c2=O)cc1 | . | -1.3% | -0.6% | . | -9.0% | -1.6% | . | 6.0% | . | -0.5% | . |
| Cc1cc(C)c(OCC(=O)Nc2ccc3c(c2)OCO3)cc1C | i | 0.6% | -0.5% | i | 7.4% | -0.8% | i | 106.2% | i | 16.8% | i |
| O=C(CN(C(=O)CNS(=O)(=O)c1ccccc1)C1CCCC1)NCC1CCCO1 (stereo not given) | i | -0.6% | 0.3% | i | -25.2% | 0.5% | i | 1.4% | i | 2.1% | i |
| c1csc(CNc2nc3ccccc3n2CCN2CCOCC2)c1 | i | 2.5% | 1.8% | i | -10.9% | -0.7% | i | 0.5% | i | 19.0% | i |
| CC1CCCN(Cc2nc3c(c(=O)n(C)c(=O)n3C)n2CCCc2ccccc2)C1 (stereo not given) | i | -4.2% | 1.1% | i | -2.2% | -0.4% | i | 5.0% | ? | ? | i |
| COc1nc(OC)nc(N2CCC(C(=O)Nc3cccc4ccccc34)CC2)n1 | i | -1.1% | 1.0% | i | -3.0% | -2.1% | i | 7.7% | i | 28.8% | i |
| CN(C)CCCOC(=O)c1ccc(Br)cc1 | . | 4.9% | 1.2% | . | -8.2% | -0.7% | . | -26.2% | . | 1.7% | . |
| C=CCNC(=O)C1CCN(c2nc(C)cc(-c3ccccc3)n2)CC1 | 6.43e-08M* | -2.2% | -3.8% | i | 7.1% | -1.1% | 5.86e-08M* | 5.1% | i | 18.6% | i |
| O=C(CSc1nnc(CNC(=O)c2c(F)cccc2Cl)o1)Nc1ccccc1 | i | 1.2% | -0.2% | i | -6.5% | 0.0% | i | -6.1% | i | 1.3% | i |
| CCCN(C#N)c1nc(NCC)nc(NC(C)C)n1 | i | 0.1% | -32.9% | i | -12.5% | -0.2% | i | 0.5% | ? | ? | i |
| Cc1cc(/C=N\O)c(C)n1-c1ccncc1 | i | . | -1.5%[25.5 µM] | i | . | . | i | . | i | . | i |
| Cc1nn2c(c1-c1ccccc1)NC1=C(C(=O)CCC1)C2c1cccnc1 (stereo not given) | 2.4e-07M* | 4.5% | 1.0% | ? | 7.4% | 1.0% | 2.56e-07M* | -14.7% | i | 20.1% | i |
| Cc1cccc(NC(=O)c2ccccc2C(=O)O)c1 | i | 0.4% | 0.2% | i | -13.6% | -0.4% | i | -7.6% | i | 2.7% | i |
| CCOC(=O)C1=C(C)NC2=C(C(=O)CCC2)C1c1ccc(N(C)C)cc1 (stereo not given) | . | -5.5% | -4.2% | . | -29.0% | -1.5% | . | 4.0% | . | 3.2% | . |
| Cn1c2ccccc2c2nnc(SCN3C(=O)c4ccccc4C3=O)nc21 | i | -0.5% | -0.3% | i | -22.0% | 3.6% | i | -2.0% | i | 10.3% | i |
| COc1ccccc1N1CCN(S(=O)(=O)c2cccc(F)c2)CC1 | i | -0.9% | -0.8% | ? | 8.2% | -1.2% | i | 2.3% | i | 1.2% | i |
| CC(C)(C)c1ccc(OCC(=O)N2CCN(C=O)CC2)cc1 | . | -3.8% | -20.9% | . | 4.6% | 0.1% | . | 7.7%[11.4 µM] | . | -1.1%[11.4 µM] | . |
| Cc1ccc(CS(=O)(=O)CCC(=O)NCC2CCCO2)cc1 (stereo not given) | i | 2.2% | 1.3% | i | 19.1% | -0.1% | i | -7.6% | i | 4.6% | i |
| CCOCc1nnc(NC(=O)CSc2ccccc2)s1 | i | -4.3% | 0.2% | i | 30.0% | -2.0% | i | -4.2% | ? | 1.6% | i |
| Cc1cc(NC(=O)CCC(=O)N(C2CC2)C2(C(=O)NC3CCCC3)CCC(C)CC2)no1 (stereo not given) | i | 0.3% | -0.4% | i | -3.5% | -1.5% | i | 4.8% | ? | 17.1% | i |
| CCOC(=O)N1CCN(C(=O)c2ccc3c(=O)n(CCC4=CCCCC4)c(=O)[nH]c3c2)CC1 | ? | -1.8% | 2.6% | i | 8.7% | -0.5% | ? | 4.1% | i | 10.2% | i |
| CCOC(=O)CNC(=O)CSc1nc(C)cc(C)c1C#N | ? | -1.1% | 4.0% | i | -1.0% | 0.3% | ? | 3.4% | i | -0.1% | i |
| CN(C)C(=O)c1ccc(COc2ccccc2Br)o1 | ? | -4.4% | -20.8% | i | 22.9% | 1.5% | ? | 7.0% | i | 7.5% | i |
| O=c1cc(-c2ccccc2)nc2nc(-c3ccco3)[nH]n12 | i | -4.4% | -5.7% | ? | -10.0% | -5.3% | i | 2.1% | i | 16.8% | i |
| O=C(c1ccccc1)N1CCCCC(Sc2nnnn2-c2ccccc2)C1=O (stereo not given) | i | -3.8% | 0.0% | ? | 9.8% | 1.1% | i | -9.0% | ? | ? | i |
| COc1ccc(N2CCN(Cc3nc4c(c(=O)n(C)c(=O)n4C)n3Cc3cccc(C)c3)CC2)cc1 | . | -2.7% | 1.0% | . | . | -1.0% | . | 10.6% | . | -4.0% | . |
| COc1ccc(CCn2c(=N)c(C(=O)NCc3ccco3)cc3c(=O)n4ccccc4nc32)cc1OC | 1.38e-08M* | . | 1.2%[25.5 µM] | i | . | . | 1.72e-08M* | . | i | . | i |
| COc1ccc(NC(=O)c2oc3ccccc3c2NC(=O)c2ccc3c(c2)OCO3)cc1 | 9.04e-08M* | -11.6% | ? | i | 3.4% | -9.3% | 8.8e-08M* | 51.9% | i | 26.0% | i |
| CC(C)N(C(=O)CSc1nc2c([nH]1)c(=O)n(C)c(=O)n2C)c1ccccc1 | . | -4.0% | -1.0% | . | . | -1.1% | . | 12.3% | . | 25.6% | . |
| CCCN(CC(=O)c1cc(C)n(C)c1C)S(=O)(=O)c1cccc(C(F)(F)F)c1 | i | -3.1% | -3.0% | i | -28.7% | -6.2% | ? | -7.3% | i | ? | i |
| O=C1c2ccccc2-c2ccc(NC(=O)[C@H]3CCCC[C@@H]3C(=O)O)cc21 | i | 5.5%[11.5 µM] | -0.4%[11.4 µM] | ? | -9.6%[11.5 µM] | 0.3%[11.5 µM] | i | -13.7%[11.4 µM] | i | 2.2%[11.4 µM] | i |
| CCn1cc(C(=O)N2CC=C(c3ccccc3)CC2)c(=O)c2ccc(C)nc21 | i | 0.3% | 4.3% | ? | -4.4% | -4.5% | ? | -8.6% | i | 6.1% | i |
| COc1cccc(-c2nn(C)c3sc(C(=O)N4CCOCC4)cc23)c1 | . | -3.6% | -0.5% | . | 3.6% | 0.7% | . | 18.3% | . | 2.6% | . |
| CC1(C)O[C@@H]2C[C@H]3[C@H]4C[C@H](F)C5=CC(=O)C=C[C@@]5(C)[C@@H]4[C@H](O)C[C@]3(C)[C@]2(C(=O)CO)O1 | 2.32e-08M* | -5.9%[25.7 µM] | -5.7%[25.5 µM] | ? | 7.6%[25.7 µM] | 2.4%[25.7 µM] | 2.43e-08M* | -19.3%[25.6 µM] | i | 0.0%[25.6 µM] | i |
| O=C1C[C@@H](O)[C@@H](O)[C@H]2[C@@H]3C(=O)N(C4CCCCC4)C(=O)[C@@H]3CC[C@H]12 | . | -1.5%&-0.9%&-0.2%[11.5 µM] | 0.8%&0.1%&1.4%[11.4 µM] | . | 18.9%&24.2%&25.2%[11.5 µM] | 0.7%&-0.3%&-0.2%[11.5 µM] | . | . | . | -0.3%&-2.8%&4.6%[11.4 µM] | . |
| c1ccc(-c2cc(CSc3nc4ccccc4[nH]3)on2)cc1 | i | -2.3% | 0.6% | i | ? | -3.9% | i | -4.4% | i | 12.2% | i |
| CCn1c(CSc2nc(C)cc(C)n2)nnc1SCC(=O)N1CCCc2ccccc21 | i | 0.7% | 0.6% | i | -12.5% | -0.4% | i | 11.5% | i | 28.9% | i |
| COc1ccc(NC(=O)CCNC(=O)Cn2ccc3ccccc3c2=O)c(OC)c1 | ? | 1.5% | 3.8% | i | -13.7% | -0.9% | ? | -4.0% | i | -3.7% | i |
| COc1ccc(Oc2ncc3nc(-c4ccc(F)cc4)c(=O)n(C)c3n2)cc1 | i | 0.3% | 0.2%[11.4 µM] | i | 15.1% | -0.2% | i | -12.0% | i | 1.1% | i |
| CCOC(=O)c1sc(C)c2c(=O)n(CCCN3CCOCC3)cnc12 | ? | -1.8% | 0.5% | ? | 0.5% | -0.2% | ? | 6.2% | ? | 3.4% | i |
| Nc1nc2n(n1)C(c1cccs1)CC(c1ccc(Br)cc1)N2 (stereo not given) | ? | . | -1.0%[25.5 µM] | i | . | . | ? | . | i | . | i |
| Cn1nnc(C(O)CNCc2cccs2)n1 (stereo not given) | ? | 1.0% | 2.2% | ? | -7.5% | -0.5% | ? | -0.2% | ? | ? | i |

Screening data deposited in PubChem by National Center for Advancing Translational Sciences (NCATS).
